H9c2 protect = myocardial damage modulation in H9c2 cells; AID 588492; H9c2 cardiomyocytes, H2O2 injury protection, ATPLite, 2 h; 360,000 tested, 0.63% active; protection from H2O2 cell death, % at 20 µM;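 active = compounds giving at least 50% protection of heart cells from peroxide-induced death in the single-dose screen, raw or plate-pattern-corrected value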;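 note: 0% = DMSO wells with peroxide and 100% = DMSO wells without peroxide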
TLR9-MyD88 inh = TLR9-MyD88 interaction inhibition. 340,000 tested, 0.21% active. inhibition, % at 4.98 µM. CHO BLA complementation TLR9-MyD88, CCF4 FRET ratio;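 active = inhibition above the mean over all tested compounds plus 3 SD, cut at about 21% in these data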;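 note: 0% = DMSO only wells and 100% = clavulanate BLA inhibitor control wells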
MC4R barr agon = human MC4R agonism via beta-arrestin; activation, % at 8.9 µM; AID 540308; P32245; 360,000 tested, 0.98% active; U2OS MC4R beta-arrestin complementation, luminescence; percent of melanotan II response, DMSO zero;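 active = activation above a per-plate cutoff, the mean activation of sample wells on that plate plus 3 SD, cut at about 8% in these data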
Target sequence (P32245 whole entry, looked up): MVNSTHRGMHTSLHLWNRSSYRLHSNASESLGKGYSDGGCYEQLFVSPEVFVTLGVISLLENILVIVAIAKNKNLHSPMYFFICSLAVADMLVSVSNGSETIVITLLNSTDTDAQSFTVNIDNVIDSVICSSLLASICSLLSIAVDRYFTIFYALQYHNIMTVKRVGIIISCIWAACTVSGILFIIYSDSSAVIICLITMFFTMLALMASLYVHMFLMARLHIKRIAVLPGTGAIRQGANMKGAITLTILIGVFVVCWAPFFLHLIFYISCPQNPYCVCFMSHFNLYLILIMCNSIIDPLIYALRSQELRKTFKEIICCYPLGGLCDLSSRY
ABHD5-PLIN5 inh = ABHD5-PLIN5 protein interaction inhibition. Q00G26+Q8WTS1. Split G. princeps luciferase complementation, luminescence, 4 h. 360,000 tested, 0.78% active. inhibition, % at 4 µM;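 active = inhibition above the mean inhibition across every tested compound plus 3 SD, cut at about 22% in these data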;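 note: 0% = DMSO only wells and the 100% control is not disclosed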
Glyco luc inh = blocks N-linked glycosylation in D54 reporter cells. AID 588692. 360,000 tested, 0.23% active. D54 ERlucT glycosylation luciferase reporter, 24 h; percent of 100 nM tunicamycin response. reporter increase, % at 12.5 µM;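 active = mean luciferase reporter signal, scaled so untreated is 0 and the glycosylation-blocking control 100, at or above a set limit in every replicate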;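 note: luciferase carries N-glycosylation sites so blocking glycosylation raises the light; 0% = median of neutral control wells and 100% = median of 100 nM tunicamycin wells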
ABCB6 inh MLPCN = inhibitors of human ABC transporter ABCB6 | K562-ABCB6 porphyrin accumulation, flow cytometry, 1 h; stronger effect = lower value | fluorescence ratio to DMSO, % at 10 µM | 360,000 tested, 0.19% active | AID 602162 | Q9NP58;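 active = fluorescence ratio to DMSO below 75%, the collection mean minus 3 SD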;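 note: signal is porphyrin accumulated inside mitochondria; 100% equals median channel fluorescence of DMSO control wells; lower ratio means ABCB6 inhibition with less porphyrin fluorescence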
MC4R antagonist = antagonists of human melanocortin 4 receptor (MC4R) | P32245 | MC4R-expressing cells, MTII-stimulated cAMP, LANCE TR-FRET | inhibition, % at 6.5 µM | 360,000 tested, 0.48% active | AID 540295;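 active = inhibition above its plate's cutoff, the mean of tested wells on that plate plus 3 SD, cut at about 29% in these data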;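 note: 0% = Melanotan II alone and 100% = Melanotan II plus saturating MCL0020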
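Assay system: U2OS-MC4R stable cell line; Also added: Melanotan II; Technique: Eu-cAMP/anti-cAMP TR-FRET, emission 671 nm; Times: 30-min compound, 1-h challenge, 1-h detection, room temperature.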
NOD2-RIPK2 inh = inhibitors of human NOD2-RIPK2 interaction; 360,000 tested, 0.38% active; O43353; CHO BLA complementation NOD2-RIPK2, CCF4 ratio; AID 624267; inhibition, % at 4.98 µM; in the data active = inhibition above about 21%;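 note: 0% = vehicle only and 100% = reference blocker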
SRC2 inh = human SRC2 (NCOA2) inhibition | HEK293 GAL4-SRC2 luciferase reporter, luminescence | inhibition, % at 9 µM | 370,000 tested, 0.17% active | AID 651957;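 active = inhibition above the mean inhibition of all tested compounds plus 3 SD, set per campaign, cut at about 52% in these data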;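 note: 0% = DMSO treated cells and 100% = cells given Gossypol at 36 µM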
m5-HT2A agonist = agonists of mouse serotonin 5-HT2A receptor (HTR2A); activation, % at 7.6 µM; CHO-K1 mHTR2A beta-arrestin complementation, luminescence; percent of 30 µM serotonin response; P35363; AID 624169; 360,000 tested, 0.66% active;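 active = activation above a run cutoff, the mean activation of all tested compounds plus 3 SD, cut at about 14% in these data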;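 note: 0% = plate median of compound wells and 100% = 30 µM serotonin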
Target sequence (P35363 whole entry, looked up): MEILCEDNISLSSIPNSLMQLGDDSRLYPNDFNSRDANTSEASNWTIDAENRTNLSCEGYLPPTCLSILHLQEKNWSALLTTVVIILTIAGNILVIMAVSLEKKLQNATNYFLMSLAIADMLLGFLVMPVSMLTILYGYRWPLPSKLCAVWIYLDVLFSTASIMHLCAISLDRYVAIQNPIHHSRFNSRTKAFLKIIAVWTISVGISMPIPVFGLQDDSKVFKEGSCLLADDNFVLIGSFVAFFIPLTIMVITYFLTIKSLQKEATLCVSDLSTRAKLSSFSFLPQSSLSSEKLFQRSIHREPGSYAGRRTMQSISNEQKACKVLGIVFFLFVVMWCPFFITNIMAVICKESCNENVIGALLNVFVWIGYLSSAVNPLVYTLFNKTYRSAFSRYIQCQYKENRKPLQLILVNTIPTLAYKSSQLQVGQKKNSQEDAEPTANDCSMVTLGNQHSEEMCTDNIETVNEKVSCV
* marks the source's active call; other numbers are inactive results; nt = not tested or not shown. An excerpt, so the mix of outcomes need not match the whole.

SMILES	H9c2 protect	TLR9-MyD88 inh	MC4R barr agon	ABHD5-PLIN5 inh	Glyco luc inh	ABCB6 inh MLPCN	MC4R antagonist	NOD2-RIPK2 inh	SRC2 inh	m5-HT2A agonist
O=C(COc1cccc2cccnc12)N/N=C/c1ccc(O)cc1	12	-5	-3.0	5	2	92	3	4	-7	-2
N=C1S/C(=C\c2ccccc2)C(=O)N1c1ccc(F)cc1	-9	1	-2.2	-4	1	103	9	-8	-2	2
Cc1nc2ccc(S(=O)(=O)NCC(=O)N(C)Cc3ccco3)cc2s1	-6	-3	-0.8	-2	0	90	2	-1	-13	6
O=C(COC(=O)CC1CC2CCC1C2)Nc1ccc(F)cc1Cl (stereo not given)	-5	-3	0.6	-3	0	99	0	9	17	-4
Cc1cc(-c2nn(-c3ccccc3F)cc2CN2CCC(O)CC2)c(C)s1	0	-3	0.7	4	1	97	0	-10	-19	-1
CSc1ccc(S(=O)(=O)N2CCN(Cc3ccc4c(c3)OCO4)CC2)cc1	-24	-3	-1.1	-4	-2	100	4	-8	-22	-5
N#Cc1c(-c2cccc([N+](=O)[O-])c2)nc2n(c1=O)CCS2	-1	-18	-2.0	5	2	99	7	1	-12	-2
O=C(Cc1ccc(Br)cc1)NCCN1CCOCC1	-5	-1	-0.7	6	1	81	2	-6	9	8
CCOC(=O)C1=CCN(S(=O)(=O)c2ccccc2C)C1c1ccccc1 (stereo not given)	0	nt	nt	-4	-2	103	nt	5	1	0
O=C(NCc1ccco1)C1CCC(N2C(=O)C3C4CCC(C4)C3C2=O)CC1 (stereo not given)	0	1	2.6	6	3	89	10	-6	-20	1
COc1ccc(NC(=O)Cn2c(=O)sc3ccccc32)c(OC)c1	1	-3	0.1	1	-3	99	2	-3	-6	3
CCN(CC)S(=O)(=O)c1cc(NC(=O)C(=O)c2c(-c3ccccc3)cc3ccccn23)ccc1C	1	7	-2.1	1	-5	96	3	0	8	-1

The last 6 entries of the part above come first, to join the parts:
SMILES	H9c2 protect	TLR9-MyD88 inh	MC4R barr agon	ABHD5-PLIN5 inh	Glyco luc inh	ABCB6 inh MLPCN	MC4R antagonist	NOD2-RIPK2 inh	SRC2 inh	m5-HT2A agonist
N#Cc1c(-c2cccc([N+](=O)[O-])c2)nc2n(c1=O)CCS2	-1	-18	-2.0	5	2	99	7	1	-12	-2
O=C(Cc1ccc(Br)cc1)NCCN1CCOCC1	-5	-1	-0.7	6	1	81	2	-6	9	8
CCOC(=O)C1=CCN(S(=O)(=O)c2ccccc2C)C1c1ccccc1 (stereo not given)	0	nt	nt	-4	-2	103	nt	5	1	0
O=C(NCc1ccco1)C1CCC(N2C(=O)C3C4CCC(C4)C3C2=O)CC1 (stereo not given)	0	1	2.6	6	3	89	10	-6	-20	1
COc1ccc(NC(=O)Cn2c(=O)sc3ccccc32)c(OC)c1	1	-3	0.1	1	-3	99	2	-3	-6	3
CCN(CC)S(=O)(=O)c1cc(NC(=O)C(=O)c2c(-c3ccccc3)cc3ccccn23)ccc1C	1	7	-2.1	1	-5	96	3	0	8	-1
O=C1CCCC/C=C\C[C@H](CC(=O)N(CCO)Cc2ccccc2)C(=O)N2CCC[C@@H]2CO1	5	-5	-2.7	0	-1	98	-2	-10	3	0
Nc1nc(NC(=O)/C=C/c2ccccc2)nn1-c1ccccc1	-3	-17	-2.0	3	1	96	-1	8	3	-2
CCOc1ccc(C2OC34CCCCC3C(C#N)(C#N)C2(C#N)C(=N)O4)cc1OC (stereo not given)	8	0	-1.5	-6	nt	103	-1	-97	nt	1
c1ccc(Cn2ncc3c(N4CCCCC4)ncnc32)cc1	9	-6	-1.4	-2	0	98	5	2	-24	-4
Cc1cc(C)c2c(c1)cc(C)c1nnc(SCC(=O)Nc3cc(C)on3)n12	4	-1	-0.5	9	22	105	-4	-8	-2	-4
CCN(C(=O)CSc1nnc(Nc2ccccc2C)s1)C1CCS(=O)(=O)C1 (stereo not given)	-1	5	-0.3	1	-3	98	0	-4	-4	3
CN1CCN(C(=O)c2ccccc2NC(=O)c2ccc(C(C)(C)C)cc2)CC1	0	-4	0.6	-1	0	101	-7	3	-14	-1
O=C(Nc1nc2c(s1)CCCC2=O)c1cnccn1	-3	-23	-1.5	4	-1	101	17	-6	-36	2
COc1cccc(C(=O)Oc2ccccc2/C=C\C(=O)c2cc3ccccc3o2)c1	-14	5	3.9	83*	5	97	4	10	4	-7
Cc1ccc(N(Cc2ccccc2)C(=O)c2ccc(S(=O)(=O)N3CCOCC3)cc2)cc1	-5	-24	-3.2	-6	-6	101	2	-10	-8	3
O=C(NCc1cccnc1)c1cccc2c1C(=O)N(C1CCCCC1)C2	23	10	-1.8	3	-2	90	6	5	-5	6
COc1cccc(NC(=O)Cn2c(=O)n(CC3CCCO3)c(=O)c3ccccc32)c1 (stereo not given)	2	4	0.3	-3	0	94	11	-3	4	8

Complete entries, quoted from the list. Screens in order: H9c2 protect	TLR9-MyD88 inh	MC4R barr agon	ABHD5-PLIN5 inh	Glyco luc inh	ABCB6 inh MLPCN	MC4R antagonist	NOD2-RIPK2 inh	SRC2 inh	m5-HT2A agonist
Listed for CCN(C(=O)CSc1nnc(Nc2ccccc2C)s1)C1CCS(=O)(=O)C1 (stereo not given) → -1	5	-0.3	1	-3	98	0	-4	-4	3
Listed for CN1CCN(C(=O)c2ccccc2NC(=O)c2ccc(C(C)(C)C)cc2)CC1 → 0	-4	0.6	-1	0	101	-7	3	-14	-1

(more compounds)
SMILES	H9c2 protect	TLR9-MyD88 inh	MC4R barr agon	ABHD5-PLIN5 inh	Glyco luc inh	ABCB6 inh MLPCN	MC4R antagonist	NOD2-RIPK2 inh	SRC2 inh	m5-HT2A agonist
CCCCCn1c(CCNC(=O)CCC)nc2ccccc21	5	-6	0.5	-6	1	96	12	-10	0	0
Cn1nnc2cc(NC(=O)Nc3cccc(Cl)c3)ccc21	4	-15	6.3	-9	-2	108	6	-2	-34	-4
COc1ccccc1C(=O)C1CCCN(C(=O)c2snnc2C)C1 (stereo not given)	-2	-36	-1.1	-8	0	95	19	-4	-16	-1
O=S1(=O)CCOC[C@H](CC2CCCCC2)N1Cc1ccccc1	-10	-7	6.2	-1	-1	99	9	-4	-10	7
Cc1nc2cc(C(=O)O)ccc2n1-c1ccc(F)cc1F	-6	1	2.8	-2	0	109	1	10	-26	0
Cn1cccc1Cc1nnc(SCC(=O)Nc2ccccc2F)n1-c1ccc(F)cc1	5	-7	0.9	6	-5	101	2	-1	26	11
CC(C)NC(=O)c1onc(CSc2cccc3ccccc23)c1C(=O)O	-2	5	-2.6	7	1	101	1	6	12	0
Cc1ccccc1C(=O)NC(=S)Nc1sc2c(c1C#N)CCC(C)C2 (stereo not given)	-8	6	-2.6	-6	-1	98	9	-10	-24	12
Cc1cc(C)cc(CC(=O)N2CCC2(C)C(=O)NS(=O)(=O)c2ccc(C#N)cc2)c1 (stereo not given)	2	nt	-0.7	-3	2	93	-1	-2	14	16*
O=C(NC(c1ccc(-c2ccccc2)cc1)c1cnccn1)C1CCN(CCN2C(=O)c3ccccc3C2=O)CC1 (stereo not given)	11	nt	-2.2	2	1	90	9	-13	-2	-6
Cc1ccc(C(=O)NC(NC(=S)Nc2ccc(S(N)(=O)=O)cc2)C(Cl)(Cl)Cl)cc1 (stereo not given)	-4	-10	-1.4	-4	1	97	-1	-26	-40	-2
CN(C)c1ccc(P(=O)(OCc2ccccc2)C(O)c2ccc(Br)cc2)cc1 (stereo not given)	-12	1	-1.8	-2	1	100	1	-5	-13	-5
O=C1CN(C(=O)/C=C/c2ccccc2)CCN1	0	1	-0.9	4	0	96	4	-2	-10	-4
CCOC(=O)C(=O)NC1CC=CCC1c1ccc2c(c1)OCO2 (stereo not given)	-4	2	-0.6	-1	1	92	8	-1	-17	4
COc1ccc(CCC(C)Nc2cccc(C)c2)cc1 (stereo not given)	-4	3	1.5	-17	-3	89	0	-5	-27	1
O=C(NCc1ccccc1)C1CCN(C(=O)NCc2ccccc2)CC1	5	0	-0.5	4	2	100	6	-3	-5	-5
NC(=O)CN1C(=O)C(O)(CC(=O)c2ccccc2O)c2ccccc21 (stereo not given)	-3	2	-0.5	-7	1	103	-1	-3	-27	13
O=P(/C(=N/O)Sc1ccccc1)(N1CCOCC1)N1CCOCC1	4	10	-0.7	8	2	101	9	3	11	0
COc1ccc(Br)cc1S(=O)(=O)Nc1cccc(C)n1	-1	-4	-4.3	2	3	95	-7	0	-4	2
O=c1[nH]c2cccnc2n1-c1ccc([N+](=O)[O-])cc1	1	0	-1.9	0	1	96	2	17	-31	3
O=C(O)C1C(c2ccccc2)C(C(=O)N2CCOCC2)C1c1ccccc1 (stereo not given)	-3	1	-0.5	-1	-1	98	6	-4	-7	-2
COc1ccc(C(=O)Oc2c(OC)cc(C(=S)N3CCOCC3)cc2OC)cc1OC	-2	-1	-1.0	5	-2	96	-1	13	-13	3
O=C(c1ccc(COc2ccccc2Cl)o1)N1N=C(C(F)F)CC1(O)C(F)F (stereo not given)	-10	-8	2.2	-13	-2	96	0	5	5	-9
O=C(COC(=O)c1ccccn1)NCCc1ccc(Cl)cc1	0	-13	-1.1	-6	1	103	9	-13	-36	0

Next section, overlapping the part above by 2 compounds.
SMILES	H9c2 protect	TLR9-MyD88 inh	MC4R barr agon	ABHD5-PLIN5 inh	Glyco luc inh	ABCB6 inh MLPCN	MC4R antagonist	NOD2-RIPK2 inh	SRC2 inh	m5-HT2A agonist
O=C(c1ccc(COc2ccccc2Cl)o1)N1N=C(C(F)F)CC1(O)C(F)F (stereo not given)	-10	-8	2.2	-13	-2	96	0	5	5	-9
O=C(COC(=O)c1ccccn1)NCCc1ccc(Cl)cc1	0	-13	-1.1	-6	1	103	9	-13	-36	0
CCCN1C(=O)CC(=O)N=C1SCC(=O)Nc1ccccc1F	32	2	-0.1	-2	-1	93	6	3	-34	0
CC1(C)CC(NC(=O)C23CCC(C)(/C(=N/O)C2)C3(C)C)CC(C)(C)N1 (stereo not given)	0	9	-0.2	7	-2	103	8	0	9	2
O=C(CN1CCCc2ccccc21)NCCc1ccc(F)cc1	-2	2	-1.9	-3	-2	105	1	3	4	-6
O=C(NCCC1CCCCN1S(=O)(=O)c1ccc(Cl)cc1)C(=O)NCc1ccco1 (stereo not given)	-3	-8	2.7	-10	3	98	-7	-16	-14	-11
C/C(=N\NC(=O)c1ccccc1OCc1ccc(F)cc1)c1ccccn1	53*	-4	-3.9	1	13	97	11	10	1	0
Cc1c(C(=O)Nc2cccc(Cl)c2)c2ccccn2c1CCc1ccncc1	-1	3	0.6	11	-6	97	9	-4	-23	6
CC(=O)c1cccc(NC(=O)C(C)OC(=O)CCc2nc3ccccc3c(=O)[nH]2)c1 (stereo not given)	52*	-4	-0.5	1	0	101	6	-8	-8	-5

With a hit mark in ABHD5-PLIN5 inh, among the entries above:
mol,TLR9-MyD88 inh,MC4R barr agon,ABHD5-PLIN5 inh,Glyco luc inh,ABCB6 inh MLPCN,MC4R antagonist,NOD2-RIPK2 inh,SRC2 inh,m5-HT2A agonist
COc1cccc(C(=O)Oc2ccccc2/C=C\C(=O)c2cc3ccccc3o2)c1,5,3.9,83*,5,97,4,10,4,-7

Screening data from PubChem BioAssay.
